From PubChem
FBA Mtb inh – inhibits M. tuberculosis FBA enzyme | P9WQA3 | purified M. tuberculosis FBA, fluorescence read-out | inhibition, % at 1 µM | hit rate 2.3% among 360,000; in the data active means inhibition above about 27%;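 further: 0% = vehicle and 100% = reference inhibitor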
Target sequence (P9WQA3 whole entry, looked up): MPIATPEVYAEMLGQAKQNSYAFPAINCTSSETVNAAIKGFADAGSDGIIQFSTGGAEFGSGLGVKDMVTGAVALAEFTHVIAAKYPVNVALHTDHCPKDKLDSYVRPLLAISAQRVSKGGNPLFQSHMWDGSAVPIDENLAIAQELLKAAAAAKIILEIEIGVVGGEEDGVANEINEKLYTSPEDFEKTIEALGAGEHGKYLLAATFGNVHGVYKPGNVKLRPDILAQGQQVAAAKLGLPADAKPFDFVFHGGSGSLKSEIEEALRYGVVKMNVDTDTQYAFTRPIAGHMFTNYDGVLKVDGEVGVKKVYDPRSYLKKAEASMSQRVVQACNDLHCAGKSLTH
PfHsp40 rescue – compounds rescuing yeast from Plasmodium falciparum HSP40 toxicity. S. cerevisiae expressing PfHsp40, growth rescue, ATP luminescence. growth rescue, % at 12.5 µM. hit rate 0.68% among 340,000. AID 504582; in the data active means growth rescue above about 28%, passing the limit was not always enough; inconclusive means no clear call, values can overlap the other calls;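 further: yeast W303a lacking pdr1 and pdr3 grown in galactose medium; growth measured after three days at 30 °C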
BioA inh – inhibitors of Mycobacterium tuberculosis BioA enzyme; purified M. tuberculosis BioA enzyme, plate reader; hit rate 0.096% among 360,000; inhibition, % at 9.99 µM; in the data active means inhibition above about 40%; inconclusive means no clear call, values can overlap the other calls
FadD28 FP inh – blocks FadD28 binding to the bisubstrate probe. fluorescence polarization. inhibition, % at 12.5 µM. AID 588549. hit rate 0.22% among 360,000; in the data active means inhibition above about 8.5%, passing the limit was not always enough; inconclusive means no clear call, values can overlap the other calls
GDH-TPI inh – GDH-TPI coupled enzyme inhibition counter-screen. GDH-TPI coupled enzyme counterscreen, NADH absorbance. inhibition, % at 4.8 µM. hit rate 1.2% among 360,000. AID 588335; in the data active means inhibition above about 30%;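 further: 0% = DMSO wells and 100% = wells lacking the enzyme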
UGM FP inh – inhibitors of M. tuberculosis UDP-galactopyranose mutase | purified UGM, fluorescence polarization probe displacement | hit rate 0.06% among 320,000 | inhibition, % at 10 µM | P9WIQ1; in the data active means inhibition above about 10%, passing the limit was not always enough; inconclusive means no clear call, values can overlap the other calls
Target sequence (P9WIQ1 whole entry, looked up): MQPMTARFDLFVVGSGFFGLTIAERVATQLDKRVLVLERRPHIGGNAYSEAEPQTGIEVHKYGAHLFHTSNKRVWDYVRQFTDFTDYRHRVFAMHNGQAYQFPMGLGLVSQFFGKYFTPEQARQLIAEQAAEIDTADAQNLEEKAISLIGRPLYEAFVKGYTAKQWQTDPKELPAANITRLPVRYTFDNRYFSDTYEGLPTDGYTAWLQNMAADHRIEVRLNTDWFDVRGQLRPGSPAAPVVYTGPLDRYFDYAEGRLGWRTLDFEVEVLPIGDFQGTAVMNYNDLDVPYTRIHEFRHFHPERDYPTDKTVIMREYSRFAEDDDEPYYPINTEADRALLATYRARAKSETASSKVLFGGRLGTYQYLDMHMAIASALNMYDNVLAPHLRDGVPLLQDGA
BH1578 lux ind – inducers of Vibrio cholerae quorum light production without autoinducers; V. cholerae BH1578 lux reporter, luminescence, 6 h; activation, % at 18.7 µM; hit rate 0.16% among 350,000; AID 588436; in the data active means activation mostly above about 9.7%, no sharp cut-off; inconclusive means no clear call, values can overlap the other calls; inactive means mostly below about 3.7%; further: not every result past the cut was called active; inactives centre near 0; reference of the scale not given here
Y pestis TopoI – blocks Yersinia pestis topoisomerase I activity | Y. pestis Topo-I cleavage product accumulation, plate reader | activity, % at 10 µM | hit rate 0.064% among 360,000; in the data active means activity above about 50%, passing the limit was not always enough; inconclusive means no clear call, values can overlap the other calls; further: inactives centre near 2
TcdB GH inh – TcdB glycohydrolase inhibition. P18177. TcdB glycohydrolase enzymatic assay, plate reader. inhibition, % at 9.99 µM. hit rate 0.24% among 350,000; in the data active means inhibition above about 10%
* marks the source's active call; other numbers are inactive results.

A first look:
`Cc1ccc2c(CSc3nnc(C4CC4)n3N)cc(=O)oc2c1` gave FBA Mtb inh 0, PfHsp40 rescue -1.0, BioA inh 3.0, FadD28 FP inh -2.0, GDH-TPI inh 16, UGM FP inh -2.1, BH1578 lux ind -0.2 and Y pestis TopoI 1.
OCC1CCCCN1C(=S)Nc1ccc(Cl)cc1Cl (stereo unspecified) was read as FBA Mtb inh 2, PfHsp40 rescue -0.8, FadD28 FP inh -1.4, GDH-TPI inh 5, UGM FP inh -1.4, BH1578 lux ind -1.9, Y pestis TopoI -1 and TcdB GH inh -1.9.
Screening O=C(Nc1ccc(F)c(Cl)c1)c1cc(C2CCCCN2C(=O)c2ccccc2)on1 (stereo unspecified) returned FBA Mtb inh -1, BioA inh 1.5, FadD28 FP inh -4.8, GDH-TPI inh -1, BH1578 lux ind inactive, Y pestis TopoI 8 and TcdB GH inh 1.1.
Screening Cc1oc(-c2cccc(Cl)c2)nc1CS(=O)(=O)CC(=O)NCCCN1CCOCC1 returned FBA Mtb inh -2, PfHsp40 rescue 0.1, BioA inh -2.4, FadD28 FP inh -3.4, GDH-TPI inh 5, UGM FP inh 0.1, BH1578 lux ind inactive, Y pestis TopoI 8 and TcdB GH inh 0.0.

Main list, repeating the preview:
`Cc1ccc2c(CSc3nnc(C4CC4)n3N)cc(=O)oc2c1` gave FBA Mtb inh 0, PfHsp40 rescue -1.0, BioA inh 3.0, FadD28 FP inh -2.0, GDH-TPI inh 16, UGM FP inh -2.1, BH1578 lux ind -0.2 and Y pestis TopoI 1.
OCC1CCCCN1C(=S)Nc1ccc(Cl)cc1Cl (stereo unspecified) was read as FBA Mtb inh 2, PfHsp40 rescue -0.8, FadD28 FP inh -1.4, GDH-TPI inh 5, UGM FP inh -1.4, BH1578 lux ind -1.9, Y pestis TopoI -1 and TcdB GH inh -1.9.
Screening O=C(Nc1ccc(F)c(Cl)c1)c1cc(C2CCCCN2C(=O)c2ccccc2)on1 (stereo unspecified) returned FBA Mtb inh -1, BioA inh 1.5, FadD28 FP inh -4.8, GDH-TPI inh -1, BH1578 lux ind inactive, Y pestis TopoI 8 and TcdB GH inh 1.1.
Screening Cc1oc(-c2cccc(Cl)c2)nc1CS(=O)(=O)CC(=O)NCCCN1CCOCC1 returned FBA Mtb inh -2, PfHsp40 rescue 0.1, BioA inh -2.4, FadD28 FP inh -3.4, GDH-TPI inh 5, UGM FP inh 0.1, BH1578 lux ind inactive, Y pestis TopoI 8 and TcdB GH inh 0.0.
Screening Cc1ccc(N/C=C/C(=O)c2ccc(C)cc2)cc1 returned FBA Mtb inh 3, PfHsp40 rescue 0.9, BioA inh -1.2, FadD28 FP inh -4.0, GDH-TPI inh 6, UGM FP inh -0.1, BH1578 lux ind 1.0 and Y pestis TopoI 3.
For Clc1ccc2nc(-c3ccccc3)c(CN3CCOCC3)n2c1 the results were FBA Mtb inh 5, PfHsp40 rescue -1.1, BioA inh 3.7, FadD28 FP inh 0.1, GDH-TPI inh -9, UGM FP inh -0.1, BH1578 lux ind inactive and Y pestis TopoI 0.
For CC(C)c1nn2c(=O)cc(COc3cccc(NC(=O)c4ccco4)c3)nc2s1 the results were FBA Mtb inh 0, PfHsp40 rescue -0.6, BioA inh -3.1, FadD28 FP inh 1.6, GDH-TPI inh 4, UGM FP inh -2.0, BH1578 lux ind -0.3, Y pestis TopoI 1 and TcdB GH inh 0.0.
Screening CCOC(=O)C1CCCN(C(=O)/C(=C/c2ccco2)NC(=O)c2ccccc2)C1 (stereo unspecified) returned FBA Mtb inh 0, PfHsp40 rescue -0.2, BioA inh 0.1, FadD28 FP inh 0.0, GDH-TPI inh 4, UGM FP inh -0.5, BH1578 lux ind -0.3, Y pestis TopoI 5 and TcdB GH inh -1.6.
For O=C1NC(=O)C(=Cc2coc3ccccc3c2=O)C(=O)N1 the results were FBA Mtb inh 16, PfHsp40 rescue 0.9, FadD28 FP inh -2.0, GDH-TPI inh 5, UGM FP inh -1.1, BH1578 lux ind -0.2, Y pestis TopoI -2 and TcdB GH inh 0.3.
Screening CC1(Oc2ccc(Cl)cc2)CCN(Cc2ccc(OC(F)(F)F)cc2)C1 (stereo unspecified) returned FBA Mtb inh 0, BioA inh 0.4, FadD28 FP inh -3.8, GDH-TPI inh 0, BH1578 lux ind inactive, Y pestis TopoI 28 and TcdB GH inh -0.3.
Screening CC(C)N(C(=O)[C@H]1C[C@H](CC(=O)NCC23CC4CC(CC(C4)C2)C3)C(=O)N2CCc3c([nH]c4cc(CCC(=O)N(C)C)ccc34)[C@]12C)C(C)C returned FBA Mtb inh 1, PfHsp40 rescue -1.2, BioA inh -0.8, FadD28 FP inh -3.6, GDH-TPI inh -6, BH1578 lux ind inactive, Y pestis TopoI 18 and TcdB GH inh 2.8.
`COc1ccc(C(=O)N(C)c2ccccc2C(=O)NCCc2ccccc2)cc1` gave FBA Mtb inh 0, PfHsp40 rescue 0.2, BioA inh -0.2, FadD28 FP inh -2.0, GDH-TPI inh -1, UGM FP inh -0.1, BH1578 lux ind 0.2, Y pestis TopoI 4 and TcdB GH inh -0.3.
For O=C(O)CC1(CC(=O)Nc2ccc(C(F)(F)F)cc2)CCCC1 the results were FBA Mtb inh 2, PfHsp40 rescue -0.3, BioA inh -1.3, FadD28 FP inh 0.3, GDH-TPI inh -3, UGM FP inh 5.8, BH1578 lux ind -0.3, Y pestis TopoI -9 and TcdB GH inh 0.1.
Cc1ccc(C(=O)Nc2cc([N+](=O)[O-])ccc2F)s1 was read as FBA Mtb inh 0, PfHsp40 rescue 3.4, FadD28 FP inh -5.7, GDH-TPI inh 4, UGM FP inh -0.2, BH1578 lux ind -0.4, Y pestis TopoI 1 and TcdB GH inh 0.6.
`Cc1c(C)c(C)c(C(=O)C2CCN(c3ccc([N+](=O)[O-])cn3)CC2)c(C)c1C` gave FBA Mtb inh 0, PfHsp40 rescue -0.8, FadD28 FP inh -2.8, GDH-TPI inh 12, UGM FP inh 0.2, BH1578 lux ind -0.4, Y pestis TopoI 10 and TcdB GH inh 0.1.
For COc1ccc(CN2CCC(C(=O)NCCc3ccc(OC)c(OC)c3)CC2)c(OC)c1 the results were FBA Mtb inh 12, PfHsp40 rescue 0.2, BioA inh 1.2, FadD28 FP inh -2.0, GDH-TPI inh -9, UGM FP inh 1.6, BH1578 lux ind inactive and Y pestis TopoI 7.
O=C(CSCc1ccc([N+](=O)[O-])cc1)NCCSCc1ccccc1 was read as FBA Mtb inh 3, PfHsp40 rescue 3.2, BioA inh 8.3, FadD28 FP inh -2.1, GDH-TPI inh 9, UGM FP inh 0.3, BH1578 lux ind -0.6 and Y pestis TopoI 25.
`COCCn1c(C)nc2oc3ccc(Br)cc3c(=O)c2c1=O` gave FBA Mtb inh 0, PfHsp40 rescue -2.2, BioA inh -0.2, FadD28 FP inh -3.6, GDH-TPI inh 4, UGM FP inh 1.6, BH1578 lux ind inactive and Y pestis TopoI -9.
`COc1ccc(N2CC(C(=O)NC3CCCCC3)CC2=O)cc1` (stereo unspecified) gave FBA Mtb inh 0, PfHsp40 rescue -0.3, GDH-TPI inh -2, UGM FP inh 0.5, BH1578 lux ind -0.2, Y pestis TopoI 0 and TcdB GH inh 0.1.
For O=[N+]([O-])c1ccc(Sc2n[nH]c(-c3ccco3)n2)nc1 the results were FBA Mtb inh -1, PfHsp40 rescue 0.3, FadD28 FP inh 0.6, GDH-TPI inh 17, UGM FP inh 0.9, BH1578 lux ind -0.5, Y pestis TopoI 5 and TcdB GH inh 0.4.
For CC(=O)c1cccc(NS(=O)(=O)c2ccc3c(c2)oc(=O)n3C)c1 the results were FBA Mtb inh 0, PfHsp40 rescue 0.9, BioA inh 2.3, FadD28 FP inh -0.3, GDH-TPI inh 3, UGM FP inh -5.3, BH1578 lux ind -0.4 and Y pestis TopoI -4.
`O=C(OCc1cccc(F)c1)c1cc2ccccc2cc1O` gave FBA Mtb inh -1, PfHsp40 rescue 1.9, BioA inh 11, FadD28 FP inh -1.2, GDH-TPI inh 5, UGM FP inh 1.0, BH1578 lux ind -1.4, Y pestis TopoI 20 and TcdB GH inh 1.9.
O=C(COc1ncnc2sccc12)NC1CCCc2ccccc21 (stereo unspecified) was read as FBA Mtb inh 6, PfHsp40 rescue -2.6, FadD28 FP inh -1.4, GDH-TPI inh 6, UGM FP inh -4.1, BH1578 lux ind -0.3, Y pestis TopoI -2 and TcdB GH inh -0.6.
`S=P(N1CC1)(N1CC1)N1CC1` gave FBA Mtb inh -1, PfHsp40 rescue -2.5, BioA inh 0.6, FadD28 FP inh -2.7, GDH-TPI inh 10, UGM FP inh -0.7, BH1578 lux ind -3.0, Y pestis TopoI 6 and TcdB GH inh 0.2.
Cn1c(CNC(=O)c2ccc(Cl)cc2)nnc1SCC(=O)NC1=NCCS1 was read as FBA Mtb inh -5, PfHsp40 rescue -0.7, BioA inh -1.7, FadD28 FP inh -4.3, GDH-TPI inh 3, UGM FP inh 0.2, BH1578 lux ind inactive, Y pestis TopoI -1 and TcdB GH inh -0.6.
`COc1ccc(OCC(=O)N2CCN(S(=O)(=O)c3ccc(Cl)s3)CC2)cc1` gave FBA Mtb inh -1, PfHsp40 rescue -0.1, BioA inh -0.5, FadD28 FP inh 0.0, GDH-TPI inh 10, UGM FP inh 3.2, BH1578 lux ind -0.2, Y pestis TopoI 15 and TcdB GH inh 0.6.
Screening Cc1ccc(SCC(=O)Nc2ccccc2C(=O)O)cc1 returned FBA Mtb inh 2, PfHsp40 rescue 0.4, BioA inh -1.3, FadD28 FP inh -1.3, GDH-TPI inh -5, UGM FP inh 4.3, BH1578 lux ind -1.7 and Y pestis TopoI 0.
Screening Cc1ccc(NC(=O)c2sc(Cl)nc2C)c(C)c1 returned FBA Mtb inh 0, PfHsp40 rescue -0.7, BioA inh -1.1, FadD28 FP inh -2.7, GDH-TPI inh -5, UGM FP inh 2.6, BH1578 lux ind -0.5 and Y pestis TopoI -2.
Screening CCc1c(O)nc(SCC(N)=O)n(-c2ccccc2F)c1=O returned FBA Mtb inh 1, PfHsp40 rescue 1.9, FadD28 FP inh 0.1, GDH-TPI inh 12, UGM FP inh -3.3, BH1578 lux ind -0.5 and Y pestis TopoI 11.
For CC(C)C(NC(=O)c1ccccc1)C(=O)OCn1nnc2ccccc2c1=O (stereo unspecified) the results were FBA Mtb inh 1, PfHsp40 rescue 0.6, BioA inh -1.2, GDH-TPI inh 4, UGM FP inh -5.0, BH1578 lux ind -3.1, Y pestis TopoI 1 and TcdB GH inh 0.5.
Screening COc1ccc(OC)c(NC(=O)C(C)OC(=O)c2cc3ccccc3[nH]2)c1 (stereo unspecified) returned FBA Mtb inh 3, PfHsp40 rescue 3.0, BioA inh -1.4, FadD28 FP inh 1.3, GDH-TPI inh -8, BH1578 lux ind inactive, Y pestis TopoI 28 and TcdB GH inh 0.4.
For O=C(Nc1ccccc1C(=O)N/N=C/c1ccccc1)c1ccco1 the results were FBA Mtb inh 15, PfHsp40 rescue 2.7, BioA inh 0.0, FadD28 FP inh -1.8, GDH-TPI inh 9, UGM FP inh -1.1, BH1578 lux ind -0.3, Y pestis TopoI -1 and TcdB GH inh 1.0.
For O=C(C(=O)N1CCCCCC1)c1c[nH]c2ccccc12 the results were FBA Mtb inh -2, PfHsp40 rescue inconclusive, BioA inh 0.8, FadD28 FP inh inconclusive, GDH-TPI inh 20, UGM FP inh -5.0, BH1578 lux ind inactive, Y pestis TopoI -5 and TcdB GH inh -2.3.
Screening CCOC(=O)C1=C(C)OC(N)=C(C#N)C1c1ccsc1 (stereo unspecified) returned FBA Mtb inh 0, PfHsp40 rescue inconclusive, FadD28 FP inh 1.3, GDH-TPI inh 6, UGM FP inh -2.9, BH1578 lux ind inactive, Y pestis TopoI -8 and TcdB GH inh -16.
For CCN(CC(=O)Nc1cccc(OC)c1)C(=O)c1cnc(Cl)c(Cl)c1 the results were FBA Mtb inh 0, PfHsp40 rescue 2.0, BioA inh 2.2, FadD28 FP inh 2.6, GDH-TPI inh 3, UGM FP inh -1.2, BH1578 lux ind -0.5, Y pestis TopoI 9 and TcdB GH inh -2.2.
Screening O=C(O)CCC(=O)NNC(=O)CCC1CCCCC1 returned FBA Mtb inh 2, PfHsp40 rescue -0.6, FadD28 FP inh 0.1, GDH-TPI inh 1, UGM FP inh 2.8, BH1578 lux ind -0.3, Y pestis TopoI -1 and TcdB GH inh -0.6.
